HttQ103 aggreg: qHTS Multiplex Assay to Identify Dual Action Probes in a Cell Model of Huntington: Aggregate Formation (GFP) | PC12 HttQ103-GFP aggregates, Acumen cytometry, 40 h | Potency, µM (titrated, usually from 46.1 µM), without a hit: top-dose activity change, negative = inhibition, actives largely listed as inhibitors | hit rate 1.1% among 220,000; further: on the % scale 0 is the no-effect control and ±100 the full control effect; nearly all actives have a fitted effect of over 60% in size
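Aggregates are detected as GFP objects 1–25 µm with signal 6 STDEV over background in lysates of induced PC12 cells. These carry Huntingtin exon 1 with 103 glutamines fused to GFP under an ecdysone promoter; compounds titrated.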
GoLoco inh red: qHTS Assay for Inhibitors of RGS12 GoLoco Motif Activity (Red Fluorophore); Guanine nucleotide-binding protein G(i) subunit alpha-1 (Homo sapiens), P63096; Gai1:RGS12 GoLoco peptide FP, rhodamine, 10 min; Potency, µM (series often up to 61.6 µM), for the others: at the top dose activity, negative = inhibition, actives largely listed as inhibitors; hit rate 0.44% among 230,000; active means well fitted inhibition curve with a large enough effect, not every such curve was filed as active; inactive means no such curve, though single readings can be large or run the other way; further: on the % scale 0 is the no-effect control and ±100 the full control effect; nearly all actives have a fitted effect of over 30% in size; many of its hits are not listed in these tables
Target sequence (P63096 whole entry, looked up): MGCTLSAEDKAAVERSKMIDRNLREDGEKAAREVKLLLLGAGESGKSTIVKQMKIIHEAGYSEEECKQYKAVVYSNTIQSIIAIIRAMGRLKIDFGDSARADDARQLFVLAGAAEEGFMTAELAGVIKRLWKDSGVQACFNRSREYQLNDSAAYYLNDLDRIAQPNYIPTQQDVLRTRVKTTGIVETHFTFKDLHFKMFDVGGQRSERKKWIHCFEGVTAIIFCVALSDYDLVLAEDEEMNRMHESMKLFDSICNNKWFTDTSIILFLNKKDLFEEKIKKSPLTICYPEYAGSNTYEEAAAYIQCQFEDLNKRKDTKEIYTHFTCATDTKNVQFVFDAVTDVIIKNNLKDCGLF
GAA glycogen mod: qHTS Assay for Inhibitors and Activators of Human alpha-Glucosidase Cleavage of Glycogen | recombinant GAA, glycogen substrate, Amplex Red glucose oxidase fluorescence | Potency, µM (top dose mostly 76.4 µM), for inactives: top-dose activity change, negative = inhibition, actives largely listed as inhibitors | hit rate 0.38% among 300,000;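 further: 0% = full enzyme reaction and -100% = no-enzyme basal signal; the screen sought inhibitors and activators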
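Recombinant enzyme (4 nM final) with compounds titrated up to 77 uM and bovine liver glycogen (30 ug) in citrate pH 5.0, 0.01% Tween-20, 37 C 40 min. Released glucose detected by Amplex Red/glucose oxidase (Ex 573/Em 610); AC50 from Hill fits.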
HTT cytoprotect: qHTS Multiplex Assay to Identify Dual Action Probes in a Cell Model of Huntington: Cytoprotection (ATP); hit rate 0.14% among 230,000; PC12 HTT-Q103 induced, cytoprotection, ATP luminescence, 40 h; Potency, µM (top dose mostly 56.4 µM), inactives show cytoprotection (ATP increase), usual class: activators;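 further: % of control where 0% means no effect; nearly all actives have a fitted effect of over 45% in size; toxic huntingtin expression switched on by the ecdysone agonist tebufenozide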
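ATP quantification (ATPlite) reports survival of PC12 cells in which tebufenozide, 100 nM final, switches on Htt exon 1 with 103 glutamines linked to GFP; compounds are titrated.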
GAA spleen mod: qHTS Assay for Inhibitors and Activators of Human alpha-Glucosidase From Spleen Homogenate | human spleen homogenate, 4-MU-alpha-glucoside fluorescence | hit rate 0.006% among 240,000 | Potency, µM (doses to about 79.9 µM), without a hit: at the top dose activity change, negative = inhibition, hits mostly inhibitors | Lysosomal alpha-glucosidase (Homo sapiens), P10253;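 further: 0% = enzyme with vehicle and -100% = no enzyme basal signal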
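Human spleen homogenate (1 ug) with 4-methylumbelliferyl-alpha-D-glucopyranoside (1 mM final) in 50 mM citrate/phosphate pH 5.0, 0.01% Tween-20; 40 min at 37 C. Stopped at pH 10; 4-MU fluorescence Ex 365/Em 440 nm; AC50 by Hill fit.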
IMPase Li inh: qHTS Assay for Identifying the Cell-Membrane Permeable IMPase Inhibitors: Potentiation with Lithium; CHO-M1 cells, IP1 TR-FRET (IP-One), carbachol + lithium; Potency, µM (highest dose often 59.4 µM), without a hit: at the top dose activity, negative = IMPase inhibition, usual class: inhibitors; hit rate 0.35% among 210,000;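 further: IP1 builds up when IMPase is blocked and the TR-FRET signal falls; plate controls were basal vehicle for no effect and high inhibitor control for full effect; nearly all actives have a fitted effect of over 50% in size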
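Lithium-sensitised IP1 accumulation assay; M1-expressing CHO cells treated 30 min at 37C with compound. Competitive antibody detection by time-resolved FRET followed a 10 min room-temperature lysis step.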
GAA inhib: qHTS Assay for Inhibitors of Human alpha-Glucosidase as a Potential Chaperone Treatment of Pompe Disease; Lysosomal alpha-glucosidase (Homo sapiens), P10253; purified human GAA, 4-MU-alpha-glucoside fluorescence; Potency, µM (doses to about 76.9 µM), for the others: at the highest dose activity change, negative = inhibition, usual class: inhibitors; hit rate 0.005% among 200,000; AID 1466, 2008;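 further: plate controls were uninhibited enzyme wells for no effect and no-enzyme background for full effect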
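Human alpha-glucosidase, 4 nM, pre-mixed with test compounds before 400 uM 4-methylumbelliferyl substrate; 20 min room temperature at pH 5.0. Fluorescence read after pH 10 stop; AC50 values from Hill-equation fits.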
An asterisk follows results filed as active; ? = inconclusive; · = not tested or not shown; & = joins results of further samples; [ ] = another dose, or the depositor's remark. Unless noted, the call rests on the fitted dose curve; in most records, active means well fitted curve in the direction sought with a large enough effect; inconclusive means small, poorly fitted or top-dose-only effect, or another doubt; inactive means no such curve, though single readings can be large; an effect the other way counts as inactive or inconclusive. Potency means the concentration at half of the fitted maximal effect.

Values run as follows: HttQ103 aggreg | GoLoco inh red | GAA glycogen mod | HTT cytoprotect | GAA spleen mod | IMPase Li inh | GAA inhib
1	COc1cc(C(=O)Nc2cc(C)cc(C)c2)c(-n2cnnn2)cc1OC
    20%[9.22 µM] | 5% | -7% | 14%[10 µM] | -7% | 4% | 7%
2	O=C(COc1ccccc1)NC(=S)Nc1cccc([N+](=O)[O-])c1
    -8% | -3% | 8% | -7%[10 µM] | -2% | 5% | -1%
3	CC(C)c1ccc(NC(=O)COC(=O)CSc2nnc(N)s2)cc1
    -6% | 26% | 15% | 4%[10 µM] | 9% | 4% | 8%
4	Cc1cccc(O)c1
    · | 3% | · | -5% | 5%&-9% | -2% | ·
5	C=CCN1C(=O)C(Cc2ccc(OCC)cc2)S/C1=N\N=C\c1cccs1 (centres undefined)
    3%[9.22 µM] | 11% | -5% | 6% | -1% | 9%[38.3 µM] | -4%
6	COc1ccccc1NC(=O)CSc1nnc(-c2ccccn2)n1Cc1ccco1
    -9% | 3% | -3% | -9% | -2% | -4%[38.3 µM] | -17%
7	O=C(NC(Cc1ccccc1)C(=O)O)c1ccc(S(=O)(=O)N2CCCCC2)cc1 (centres undefined)
    13% | -1% | -13% | -4%[10 µM] | -12% | -9%[38.3 µM] | -3%
8	Cc1ccc(S(=O)(=O)N2CCC(=O)N(C(COCc3cccc(Cl)c3)C(C)C)CC2)cc1 (centres undefined)
    15% | 4% | -13% | · | 5% | 15% | -10%[15.4 µM]
9	COCC(=O)N1CCC[C@@]2(CCN(C(=O)Nc3ccccc3)C2)C1
    · | 10% | · | -4% | 2% | 2% | ·
10	O=C(Nc1ccc2c(c1)OCCO2)C1CCN(S(=O)(=O)c2ccc(Br)s2)CC1
    ? | -13% | -18% | -18% | -5% | -6%[38.3 µM] | -7%
11	CC(C)(C)NC(=O)C(c1ccccn1)N(C(=O)C1CSC(=O)C1)c1ccccc1F (centres undefined)
    -1%[9.22 µM] | 6% | -4% | 5%[10 µM] | -14% | -2% | 8%
12	COc1ccc(CNc2cc(-c3ccccc3OC)ncn2)c(OC)c1
    · | 9% | · | -10% | 3% | 10% | ·
13	COc1ccc(CCNc2nc(-c3ccccn3)cs2)cc1OC
    -6%[9.22 µM] | 16% | 10% | 5%[10 µM] | 0% | · | ·
14	CCCC(C)NC(=O)c1c2c(nc3ccccc13)CCC2 (centres undefined)
    -16% | 12% | 2% | -34% | · | -6% | 1%
15	O=C(COc1ccc(Cl)cc1[N+](=O)[O-])N/N=C/c1cccs1
    7% | 1% | 10% | -28% | 0% | -10% | 2%
16	CC(C#Cc1c([C@@H](C)Oc2ccccc2)nnn1Cc1ccccc1)Oc1ccccc1 (some centres undefined)
    8%[9.22 µM] | -19% | -3% | 16%[10 µM] | -4% | · | ·
17	CC1(c2ccccc2)NC(=O)N(CC(=O)Nc2ccc([N+](=O)[O-])cc2)C1=O (centres undefined)
    -21% | 14% | -1% | -54%[inhibitor] | 7% | 4% | 1%
18	Fc1ccccc1-c1nc2ccccc2[nH]1
    13%[9.22 µM] | 16% | -3% | -30%[10 µM] | -1% | -1% | 4%
19	COc1ccccc1NC(=O)COc1ccc(Br)cc1CO
    -4% | 4% | -4% | -2% | 4% | 18%[38.3 µM] | -11%
20	N#CC(C(=O)NC1CC1)c1nc2ccccc2nc1N1CCN(C/C=C/c2ccccc2)CC1 (centres undefined)
    1% | 30% | 0% | 4%[10 µM] | -7% | 9%[38.3 µM] | -1%
21	CC(c1ccon1)N(C)Cc1cn(C)nc1-c1cccc(Cl)c1 (centres undefined)
    -3%[9.22 µM] | -10% | -15% | -15%[10 µM] | 6% | 2% | ·
22	COc1ccc(C(=O)NCCc2nnc(SCC(=O)Nc3ccccc3C(C)C)n2C)cc1
    -1% | -1% | -17% | -1% | -12% | 10%[38.3 µM] | 1%
23	Cc1cc(C)nc(N/N=C/c2ccccc2OCc2ccccc2)n1
    -24% | 7% | -1% | 28%[10 µM] | -6% | -4% | 2%
24	CCOC(=O)C1CCCN(Cc2ccccc2F)C1 (centres undefined)
    -3% | -15% | 6% | -1%[0.074 µM] | -5% | -3%[38.3 µM] | -4%
25	CC(=O)Nc1ccc(NCN2C(=O)C3C4CCC(C4)C3C2=O)cc1 (centres undefined)
    25% | -8% | 4% | -1% | -2% | 0%[38.3 µM] | 6%
26	Cc1cccc(N(C(=O)c2snc(C(N)=O)c2N)C(C(=O)NCC2CCCO2)c2cccs2)c1 (centres undefined)
    10%[9.22 µM] | 1% | -19% | 20%[10 µM] | -6% | 11% | 6%
27	Cc1ccc2[nH]c3c(c2c1)CN(C(=O)CN1CCN(c2ccccn2)CC1)CC3
    -5% | 10% | -21% | -1% | -15% | 5%[38.3 µM] | -3%
28	CCC(C)(C)C1CCC(=NNC(=O)c2ccoc2C)CC1 (centres undefined)
    ? | -12% | -14% | -3% | -7% | 40%[38.3 µM] | -1%
29	Cc1ccn2cc(-c3ccc(S(=O)(=O)N4CCOCC4)cc3)nc2c1
    5% | 10% | -9% | -20% | 4% | 0%[38.3 µM] | -1%
30	O=C(Oc1cccnc1)c1ccccc1[N+](=O)[O-]
    4% | 3% | -5% | · | -6% | 2% | 5%

Complete entries from above. Values in the order: HttQ103 aggreg, GoLoco inh red, GAA glycogen mod, HTT cytoprotect, GAA spleen mod, IMPase Li inh, GAA inhib
O=C(COc1ccc(Cl)cc1[N+](=O)[O-])N/N=C/c1cccs1 as listed: 7%, 1%, 10%, -28%, 0%, -10%, 2%
COc1cc(C(=O)Nc2cc(C)cc(C)c2)c(-n2cnnn2)cc1OC as listed: 20%[9.22 µM], 5%, -7%, 14%[10 µM], -7%, 4%, 7%
O=C(Nc1ccc2c(c1)OCCO2)C1CCN(S(=O)(=O)c2ccc(Br)s2)CC1 as listed: ?, -13%, -18%, -18%, -5%, -6%[38.3 µM], -7%
CCOC(=O)C1CCCN(Cc2ccccc2F)C1 (centres undefined) as listed: -3%, -15%, 6%, -1%[0.074 µM], -5%, -3%[38.3 µM], -4%
CC(C#Cc1c([C@@H](C)Oc2ccccc2)nnn1Cc1ccccc1)Oc1ccccc1 (some centres undefined) as listed: 8%[9.22 µM], -19%, -3%, 16%[10 µM], -4%, ·, ·

Returning to the listing with the 3 entries that preceded the break.
Values run as follows: HttQ103 aggreg | GoLoco inh red | GAA glycogen mod | HTT cytoprotect | GAA spleen mod | IMPase Li inh | GAA inhib
28	CCC(C)(C)C1CCC(=NNC(=O)c2ccoc2C)CC1 (centres undefined)
    ? | -12% | -14% | -3% | -7% | 40%[38.3 µM] | -1%
29	Cc1ccn2cc(-c3ccc(S(=O)(=O)N4CCOCC4)cc3)nc2c1
    5% | 10% | -9% | -20% | 4% | 0%[38.3 µM] | -1%
30	O=C(Oc1cccnc1)c1ccccc1[N+](=O)[O-]
    4% | 3% | -5% | · | -6% | 2% | 5%
31	Fc1ccccc1-c1nc(NCc2ccco2)c2ccccc2n1
    -8% | 12% | -15% | -10% | 1% | 7% | 4%
32	Cc1n[nH]c(C)c1N=Nc1cc(Cl)ccc1Cl
    -12% | 1% | 6% | -54%[inhibitor] | -6% | -3%[38.3 µM] | -8%
33	COc1cccc2cc(C(=O)OC3CCN(C)CC3)c(=O)oc12
    -4% | 10% | -10% | -3%[10 µM] | -3% | 1% | 0%
34	Cc1cc(Nc2ccc(F)c(Cl)c2)n2ncnc2n1
    -9% | 1% | 1% | -6% | 0% | 16%[38.3 µM] | 3%
35	Cc1nnc(NC(=O)CSc2nccn2-c2cccc(C)c2C)s1
    -6% | -20% | 2% | -38% | -5% | -1%[38.3 µM] | -3%
36	CN1Cc2c(N)cccc2C(c2ccccc2)C1 (centres undefined)
    -9%&-2% | 2%&5%&-3% | 2% | ? | -11%&10%&11% | 0%&22%&7% | -16%[15.4 µM]
37	COc1cccc(/C=C2\N=C(c3c(-c4ccccc4)noc3C)OC2=O)c1OC
    -3% | -10% | -4% | -8% | 2% | 16%[38.3 µM] | 2%
38	Cc1ccc(CN2CCN(Cc3cnc(N4CCOCC4)s3)CC2CCO)cc1 (centres undefined)
    2%[9.22 µM] | 18% | 0% | 8%[10 µM] | -1% | 3% | 11%
39	CC(C)NC(=O)CCCc1cn(C)c2ccccc12
    -9% | 11% | -5% | -8% | -3% | -17%[38.3 µM] | -8%
40	O=C(Oc1ccc(Cl)c2cccnc12)C12CC3CC(CC(C3)C1)C2
    12% | -5% | -5% | -45%[inhibitor][10 µM] | 1% | 4% | -5%
41	CC(C)CCn1nnnc1C(c1ccccc1F)N1CCC(C(N)=O)CC1 (centres undefined)
    0% | 4% | 2% | 19%[10 µM] | -1% | 20%[38.3 µM] | 12%
42	Cc1ccc(NC(=O)N2CCCC2C(=O)Nc2ccc(-n3cnnn3)c(C)c2)cc1 (centres undefined)
    -13% | 4% | 0% | -16%[10 µM] | 2% | 4% | 4%
43	Cc1ccc(C(=O)Oc2oc(-c3ccco3)nc2C=Nc2ccc(Cl)cc2)cc1
    7% | 5% | 0% | -37% | 0% | 40%[activator][38.3 µM] | -2%
44	COC(=O)c1ccc(NC(=O)CCS(=O)(=O)c2ccc(Br)s2)cc1
    -2% | -2% | 4%[76.3 µM] | -2% | -6% | -9%[38.3 µM] | -6%
45	Cc1ccccc1NC1c2ccccc2C(=O)N1Cc1ccco1 (centres undefined)
    8% | -11% | 16% | -10% | 1% | 12%[38.3 µM] | -9%
46	O=[N+]([O-])c1ccc(N2CCN(CCOCCO)CC2)c([N+](=O)[O-])c1
    -1%[9.22 µM] | -7% | 13% | 9%[10 µM] | -14% | -1% | 2%
47	CCC(=O)Nc1nnc(SCCN2CCOCC2)s1
    2% | -3% | -3% | 22%[10 µM] | -4% | -4% | 5%
48	O=C1C2(CCC13COC(c1ccc(O)cc1)OC3)COC(c1ccc(O)cc1)OC2 (centres undefined)
    -6% | -3% | 8% | 25% | 1% | -8%[38.3 µM] | -12%

High-throughput results as filed in PubChem.

Not all compounds are listed; the hit share may differ from the screen's.
